SV40 large T antigen: TAg ATPase/helicase activity blockers – biochemical (AID 1903) | SV40 large T antigen ATPase/helicase inhibition assay; higher % means a stronger effect | inhibition, % at 20 µM; hits with a dose series show IC50 in µM | actives 0.39% (n = 310,000); in the data active = a potency from the dose series; inconclusive = inhibition mostly from about 32% at the one dose, without a potency; inactive = the rest, 99 in 100 with inhibition below about 32%; also: strong numbers were not always called active
RSV antiviral HEp-2: inhibition of RSV-induced cytopathic effect – HEp-2 cells, primary 10 µM value included (AID 2391). HEp-2 cells, RSV-induced CPE inhibition; higher % means a stronger effect. actives 0.13% (n = 310,000). CPE inhibition, % at 10 µM, or IC50 in µM where a hit was titrated; in the data active = a potency from the dose series; inconclusive = CPE inhibition mostly from about 23% at the one dose, without a potency; inactive = the rest, 99 in 100 with CPE inhibition below about 21%; also: strong numbers were not always called active
Salmonella PhoP GFP: inhibitors of PhoP regulon expression, primary screen, Salmonella Typhimurium, GFP reporter (AID 1863); actives 0.16% (n = 300,000); S. Typhimurium PhoP-regulated promoter GFP reporter, 4 h; higher % means a stronger effect; one-dose inhibition, % at 50 µM; IC50 in µM for titrated hits;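 active = inhibition over 29.93%, a cutoff 3 SD above the screen mean, later confirmed by dose response; inconclusive = inhibition over 29.93% but no dose response follow-up; inactive = inhibition at most 29.93% or unconfirmed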;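 also: 0% = low Mg2+ inducing control and 100% = high Mg2+ repressing control; strong numbers were not always called active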
An asterisk follows results filed as active; ? = inconclusive. Not all compounds are listed; the hit share may differ from the screen's.

SMILES | SV40 large T antigen | RSV antiviral HEp-2 | Salmonella PhoP GFP
CC(=O)Nc1ccc(C(=O)Nc2cccc(S(=O)(=O)NC3=NCCC3)c2)cc1 | 6% | 0.0% | 11%
CCN1CCN(c2ccc(S(=O)(=O)N3CCOCC3)cc2NC(=O)c2ccc(C(F)(F)F)cc2)CC1 | 0% | -2.1% | -4%
CN(Cc1ccc(F)cc1)C(=O)c1ccc(NS(=O)(=O)c2ccc3[nH]c(=O)[nH]c3c2)cc1 | 7% | -0.3% | 2%
COc1ccc([C@@H]2[C@@H]3C(=O)N(C(C)(C)C)C(=O)[C@@H]3[C@]3(C)C(=O)N(c4cccc(Cl)c4)C(=O)N23)cc1 | -5% | 4.6% | 2%
Cc1cc(SCC(=O)OCC(=O)N(C)c2ccccc2)nc2ccccc12 | 10% | 0.1% | 8%
COC(=O)c1ccc(CNC(=O)c2ccc(NS(=O)(=O)c3ccc4[nH]c(=O)[nH]c4c3)cc2)cc1 | 13% | -2.2% | -3%
CCCCn1c(N)c(N(CCOC)C(=O)c2ccc(-n3c(C)ccc3C)cc2)c(=O)[nH]c1=O | 16% | 2.3% | -10%
CCc1ccccc1NS(=O)(=O)c1ccc2[nH]cc(C(=O)NCc3ccco3)c(=O)c2c1 | 14% | 0.7% | -13%
CCc1ccc(OCC(=O)Nc2ccc(S(=O)(=O)N3CCOCC3)cc2)cc1 | 6% | 0.2% | 0%
Cc1ccc(N(CCC#N)C(=O)COC(=O)c2cc(C)no2)cc1 | 6% | -1.2% | 7%
Cc1ccnc(NC(=O)C(C)N2C(=O)c3ccccc3S2(=O)=O)c1 (centres undefined) | 12% | -1.9% | -1%
Cc1ccc(S(=O)(=O)N(C)CC(=O)N(CC(C)C)C2CCS(=O)(=O)C2)cc1 (centres undefined) | 24% | -2.4% | -5%
Cc1ccc(C(=O)Nc2cc(Cl)ccc2-n2cncn2)s1 | 2% | 0.1% | -3%
O=C(Cc1ccc(S(=O)(=O)N2CCOCC2)s1)NCC(=O)Nc1ccccc1Br | 14% | 0.0% | 4%
Cc1ccc(C)c(NC(=O)CN(C)C(=O)c2cccc(N3C(=O)CCC3=O)c2)c1 | 8% | -1.0% | 5%

Entries of single compounds, looked up by structure.
`O=C(Cc1ccc(S(=O)(=O)N2CCOCC2)s1)NCC(=O)Nc1ccccc1Br` across the screens: SV40 large T antigen: 14%; RSV antiviral HEp-2: 0.0%; Salmonella PhoP GFP: 4%
`CC(=O)Nc1ccc(C(=O)Nc2cccc(S(=O)(=O)NC3=NCCC3)c2)cc1` across the screens: SV40 large T antigen: 6%; RSV antiviral HEp-2: 0.0%; Salmonella PhoP GFP: 11%

Further structures
SMILES | SV40 large T antigen | RSV antiviral HEp-2 | Salmonella PhoP GFP
CC(C)c1ccccc1N=C1SCCCN1C(=O)c1cccc(N2C(=O)CCC2=O)c1 | 15% | -2.9% | -3%
CNC(=O)[C@H]1O[C@@H](n2cnc3c(NCc4cccc(I)c4)nc(Cl)nc32)[C@H](O)[C@@H]1O | 27% | 6.9% | 3%
CN(C(=O)C1CCCCC1)C1CCS(=O)(=O)C1 (centres undefined) | 9% | -1.6% | 2%
CC(=O)c1sc(NC(=O)C2CC(=O)N(Cc3ccco3)C2)nc1-c1ccccc1 (centres undefined) | 35% | 1.1% | -5%
COc1ccc(NS(=O)(=O)c2cccc(C(=O)N3CCC3)c2)cc1 | 9% | -0.7% | -3%
COc1ccccc1C(=O)NCCC(=O)NC(C)CCc1ccccc1 (centres undefined) | 0% | -0.5% | 4%
Cc1ccc(S(=O)(=O)CCC(=O)OCC(=O)Nc2ccc(N3CCOCC3)cc2)cc1 | 14% | -1.3% | -5%
CCC(C)(C)C1CCc2[nH]nc(C(=O)NC3CCCC3)c2C1 (centres undefined) | 22% | 0.5% | -10%
CCCCn1c(N)c(N(CCOC)C(=O)c2ccc(C)o2)c(=O)[nH]c1=O | 23% | 5.4% | 7%
CC(OC(=O)CC1CCCCC1)C(=O)Nc1ccc(F)cc1 (centres undefined) | -1% | 9.5% | -6%
O=C(CNC(=O)c1ccc(Cl)cc1Cl)OCn1nnc2ccccc2c1=O | 18% | -0.9% | -2%
COc1cccc(COC(=O)c2cc(S(=O)(=O)N3CCCCC3)ccc2N2CCOCC2)c1OC | 10% | 0.8% | 9%
C=CCN1C(=O)c2ccc(C(=O)N(CC)CC(=O)Nc3c(F)cccc3F)cc2C1=O | 14% | -1.5% | 1%
Cc1cc(C)c2nc(N3CCN(C(=O)c4ccco4)CC3)sc2c1 | 4% | 17% | -2%
CCN(CC)CCn1c2c(c(SCC(=O)Nc3ccc(C(C)C)cc3)nc1=O)CCC2 | 21% | -2.1% | -6%

The last six entries of the part above come first, to join the parts.
SMILES | SV40 large T antigen | RSV antiviral HEp-2 | Salmonella PhoP GFP
CC(OC(=O)CC1CCCCC1)C(=O)Nc1ccc(F)cc1 (centres undefined) | -1% | 9.5% | -6%
O=C(CNC(=O)c1ccc(Cl)cc1Cl)OCn1nnc2ccccc2c1=O | 18% | -0.9% | -2%
COc1cccc(COC(=O)c2cc(S(=O)(=O)N3CCCCC3)ccc2N2CCOCC2)c1OC | 10% | 0.8% | 9%
C=CCN1C(=O)c2ccc(C(=O)N(CC)CC(=O)Nc3c(F)cccc3F)cc2C1=O | 14% | -1.5% | 1%
Cc1cc(C)c2nc(N3CCN(C(=O)c4ccco4)CC3)sc2c1 | 4% | 17% | -2%
CCN(CC)CCn1c2c(c(SCC(=O)Nc3ccc(C(C)C)cc3)nc1=O)CCC2 | 21% | -2.1% | -6%
CNC(=O)c1c(NC(=O)CS(=O)(=O)c2ccc(F)cc2)sc(C)c1C | 13% | -0.6% | -2%
Cc1nc([N+](=O)[O-])cn1CC(=O)c1ccc(Br)cc1 | 20% | 1.6% | -3%
O=C(NCCS(=O)(=O)NCc1ccccc1Cl)c1ccccc1 | 11% | -0.5% | 9%
CSc1cccc(NC(=O)CNC(=O)c2ccc3c(c2)OCO3)c1 | 20% | -2.0% | -6%
COc1ccc(C(=O)Nc2ncccc2C)cc1S(=O)(=O)N1CCOCC1 | 7% | -1.9% | 4%
COc1ccc(C(CNS(=O)(=O)c2ccccc2)N2CCN(C)CC2)cc1 (centres undefined) | 21% | -2.3% | -2%
CCCCCCSc1ccc([C@H]2N[C@@](CC(C)C)(C(=O)OC)[C@H]3C(=O)N(C)C(=O)[C@@H]23)cc1 | 10% | -1.9% | 0%
CCN1CCN(C(=O)CCN2C(=O)c3ccccc3S2(=O)=O)CC1 | 6% | 0.2% | -6%
COc1cccc(CNC(=O)c2ccc(OC)c(S(=O)(=O)NC3CCCC3)c2)c1 | 14% | -0.4% | -5%
O=C(CCCNC(=O)c1ccc(Cl)cc1)OCc1cccc(Br)c1 | 12% | 0.3% | -7%
COc1ccc(NC(=O)CN(C)C(=O)c2cccc(S(=O)(=O)N3CC4(C)CC3CC(C)(C)C4)c2)cc1 (centres undefined) | 20% | 3.1% | 4%
Cc1ccc(NC(=O)COc2coc(CN3CCc4ccccc43)cc2=O)c(C)c1 | 26% | 0.2% | 0%
CC(Oc1ccc(Br)cc1)C(=O)NC1CCN(Cc2ccccc2)CC1 (centres undefined) | 13% | -2.0% | -6%
COc1ccc(NS(=O)(=O)c2cccc(C(=O)NCC(c3ccco3)N3CCCC3)c2)cc1 (centres undefined) | 17% | -0.5% | 1%
CSCCC(NC(=O)c1ccccc1Cl)C(=O)NCCOc1ccccc1 (centres undefined) | -2% | -0.8% | 3%
CN(CC(=O)Nc1cccc(F)c1)C(=O)CSc1ccccc1 | 16% | 3.1% | -4%
Cc1ccccc1NS(=O)(=O)c1ccc(C(=O)NCC(C)(C)N2CCOCC2)cc1 | 17% | 8.6% | 1%
Nc1c(Cl)c(Cl)nc(C(=O)OCC(=O)N2CCCC2=O)c1Cl | 14% | 1.8% | 7%
Cc1csc(=O)n1CC(=O)OC(C)C(=O)Nc1ccc(F)c(F)c1F (centres undefined) | 24% | -1.2% | 1%
Cc1cc(Br)ccc1SCC(=O)NCC(c1ccco1)N1CCCCC1 (centres undefined) | 16% | 0.4% | 6%
CCOc1ccc(Cc2nnc(SCC(=O)Nc3ccc(OC)cc3)n(N)c2=O)cc1 | 6% | -1.4% | 0%
O=C(OCC(=O)N1CCCc2ccccc21)c1cc(S(=O)(=O)N2CCOCC2)ccc1F | 13% | 1.4% | -9%
COc1cccc([C@@H]2CC=C(C(=O)O)[C@H](c3ccccc3F)N2S(=O)(=O)c2ccc(C)cc2)c1 | 23% | 2.0% | -6%
COc1ccc(CC(=O)NNC(=O)c2cc(C)oc2C)cc1OC | 7% | 1.1% | -8%
CCCOc1ccccc1OCC(=O)Nc1cc(Cl)ccc1-n1cncn1 | 18% | 2.0% | -8%
Nc1c(N(CCC2=CCCCC2)C(=O)CCCOc2ccccc2)c(=O)[nH]c(=O)n1Cc1ccccc1 | 14% | -2.0% | -9%
Cc1cccc(NC(=O)C(C)SCc2nc3sc4c(c3c(=O)[nH]2)CCCC4)n1 (centres undefined) | 24% | 0.2% | 3%
CCCC(C(=O)Nc1ccc(C)c(S(=O)(=O)N2CCOCC2)c1)c1ccccc1 (centres undefined) | 15% | 3.4% | -6%
CCC1(CC)NC(=O)N(CC(=O)OCC(=O)c2ccccc2OC)C1=O | 10% | 0.2% | 6%
COc1cccc(OCC(=O)N2CCC3(CC2)CC(=O)c2ccccc2O3)c1 | 14% | 4.5% | -4%
Cc1ccc(NC(=O)c2ccc(NS(=O)(=O)c3ccc4[nH]c(=O)[nH]c4c3)cc2)nc1 | 10% | 2.3% | 2%
Cc1n[nH]c(=O)c2c(NC(=O)CSc3nn(-c4ccccc4)c(=S)s3)oc(C)c12 | 18% | -1.8% | 9%
O=C(NCCc1ccccc1)c1ccc(NS(=O)(=O)c2ccc3[nH]c(=O)[nH]c3c2)cc1 | 8% | -2.4% | -4%
N#Cc1ccc(Oc2ccc(S(=O)(=O)N3CCCC3)cn2)cc1 | 9% | 2.0% | 3%
CCOC(=O)c1c(NC(=O)CSc2nccn2C)sc(C(=O)NC)c1C | 14% | 0.1% | -4%
CCCCCC(=O)Nc1cc(S(=O)(=O)N2CCOCC2)ccc1N1CCCCC1 | 13% | -1.6% | 0%
CCCN(CC(=O)Nc1ccc(F)c(F)c1F)C(=O)c1ccc(=O)n(Cc2ccccc2)n1 | 6% | 2.7% | 1%
COc1ccccc1C(=O)COC(=O)CSC(C)C(=O)Nc1cc(C)on1 (centres undefined) | 11% | -1.7% | -7%
Cc1ccc(C)c(S(=O)(=O)N2CCN(C(=O)CCCc3c[nH]c4ccccc34)CC2)c1 | 13% | ? | 13%
Cc1cccc(C(=O)OCC(=O)N2CCCC2=O)c1[N+](=O)[O-] | 8% | 0.3% | -2%
Cc1ccc(NC(=O)c2cccc(S(=O)(=O)NCc3ccccc3)c2)nc1 | 3% | 7.2% | -9%
CC(OC(=O)CNS(=O)(=O)c1ccc(C#N)cc1)C(=O)Nc1cccc(C#N)c1 (centres undefined) | 29% | -1.2% | -3%
CCc1ccc(C(=O)NNC(=O)C2CC(=O)N(Cc3ccccc3)C2)cc1 (centres undefined) | 9% | 3.4% | -7%
Cc1ccc(NC(=O)CSc2nc(=O)n(CCCN3CCOCC3)c3c2CCCC3)cc1 | 11% | -0.8% | 3%
CC1O[C@@H](O[C@H](C)CC[C@@H](C)O)C(O)C[C@H]1O (some centres undefined) | 5% | 0.7% | 5%
CCCCN(C(=O)c1cccc(-n2cccc2)c1)c1c(N)n(CCC)c(=O)[nH]c1=O | 37% | 1.9% | -9%
C=CCSc1nnc(NC(=O)C2CSC3(C)CCC(=O)N23)s1 (centres undefined) | 13% | -1.2% | -10%
COc1ccc(S(=O)(=O)N2CCN(C(=O)c3sccc3-c3ccccc3)CC2)cc1 | 8% | -1.1% | 3%
COc1ccccc1C(=O)NCCC(=O)N1CCN(c2cccc(C(F)(F)F)c2)CC1 | -1% | 2.5% | 7%
COc1ccccc1C(=O)NCC(c1ccco1)N1CCc2ccccc21 (centres undefined) | -1% | 8.2% | 8%
COc1ccc(OC)c(S(=O)(=O)N2CCC3(CC2)OCCN3S(=O)(=O)c2ccccc2)c1 | 22% | 1.5% | 3%
CCCOc1ccccc1OCC(=O)Nc1ccc(S(=O)(=O)N2CCCCC2)cc1 | 16% | 1.5% | -2%
COc1ccc(C(CNC(=O)c2ccc(Cl)c(NC(=O)c3cccs3)c2)N2CCCC2)cc1 (centres undefined) | 9% | -2.6% | -5%
O=C(NCc1ccccc1Cl)C(=O)NCC1CCCN1S(=O)(=O)c1cccs1 (centres undefined) | 1% | 1.7% | -2%
O=C(CCNC(=O)c1ccccc1Cl)NCCC1=CCCCC1 | 3% | -1.3% | -4%
CC(C)CN(C(=O)COC(=O)Cc1c[nH]c2ccccc12)c1c(N)n(Cc2ccccc2)c(=O)[nH]c1=O | 10% | -2.0% | -5%
CC(C)OCCCn1c(SC(C)C(=O)NCC2CCCO2)nc2cc(Cl)ccc2c1=O (centres undefined) | 27% | -1.4% | -4%
COc1ccc(N(C)S(=O)(=O)c2cccc(C(=O)OC(C)C(=O)NC3CCCCC3C)c2)cc1 (centres undefined) | 14% | 19% | -1%
CCOc1ccc(/C=C/C(=O)N(CC)CC(=O)Nc2ccc3c(c2)OCCO3)cc1OC | 19% | 0.5% | -7%
O=C1CC(NS(=O)(=O)c2ccc([N+](=O)[O-])cc2)CN1c1ccc2c(c1)OCCO2 (centres undefined) | 6% | -0.2% | 1%

Assay outcomes: PubChem, Southern Research Specialized Biocontainment Screening Center
